ALDH1A1 inh = ALDH1A1 (human) enzyme inhibition; P00352; Purified ALDH1A1, NADH fluorescence, propionaldehyde substrate; Potency, µM (titrated, usually from 75.3 µM), without a hit: at the top dose activity, negative = inhibition, hits mostly inhibitors; 220,000 tested, 7.3% active; AID 1030; active = well fitted inhibition curve with a large enough effect, not every such curve was filed as active; inconclusive = small, poorly fitted or top-dose-only effect, or another doubt; inactive = no such curve, though single readings can be large or run the other way;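 note: plate controls were no enzyme wells and a reference inhibitor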
Target sequence (P00352 whole entry, looked up): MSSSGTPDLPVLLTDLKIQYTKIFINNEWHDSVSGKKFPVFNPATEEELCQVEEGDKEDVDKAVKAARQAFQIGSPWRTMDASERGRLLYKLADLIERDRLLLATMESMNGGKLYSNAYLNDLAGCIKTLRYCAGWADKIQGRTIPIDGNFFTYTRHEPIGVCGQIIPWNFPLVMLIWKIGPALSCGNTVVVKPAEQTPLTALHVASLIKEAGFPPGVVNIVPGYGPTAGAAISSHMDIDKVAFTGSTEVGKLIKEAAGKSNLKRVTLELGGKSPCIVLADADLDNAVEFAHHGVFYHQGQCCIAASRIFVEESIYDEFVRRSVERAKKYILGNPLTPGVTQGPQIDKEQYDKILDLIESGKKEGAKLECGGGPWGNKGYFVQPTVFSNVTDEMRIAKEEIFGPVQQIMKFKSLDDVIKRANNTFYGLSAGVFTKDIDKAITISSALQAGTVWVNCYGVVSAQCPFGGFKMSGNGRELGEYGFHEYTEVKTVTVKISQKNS
SMN2 splice up = SMN2 splice variant enhancement. HEK293 SMN2-luciferase splicing reporter, luminescence, 30-36 h. Potency, µM (top dose mostly 46.1 µM), for inactives: at the top dose activity change, positive = activation, actives largely listed as activators. 210,000 tested, 2.8% active; note: % of control where 0% means no effect; nearly all actives have a fitted effect of over 55% in size
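qHTS luciferase splicing reporter: luminescence rises when SMN2 exon 7 is included in transfected HEK293 cells. Compound exposure lasted 30-36 h at 37C, with 4.5 mM final sodium butyrate as control, followed by a ONE-Glo read.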
GoLoco inh red = inhibitors of human Gai1-RGS12 GoLoco interaction (red fluorophore); P63096; Gai1:RGS12 GoLoco peptide FP, rhodamine, 10 min; Potency, µM (series often up to 61.6 µM), inactives show top-dose activity, negative = inhibition, actives largely listed as inhibitors; 230,000 tested, 0.44% active; AID 880; active = well fitted inhibition curve with a large enough effect, not every such curve was filed as active; inactive = no such curve, though single readings can be large or run the other way; note: % is set by controls: 0 for no effect and ±100 for the full control effect; nearly all actives have a fitted effect of over 30% in size; many of its hits are not listed in these tables
TR SRC2 fluor cs = alters Texas Red total fluorescence, flagging assay interference | 280,000 tested, 0.29% active | TRb/SRC2 Texas Red total fluorescence interference | Potency, µM (doses to about 106 µM), for the others: top-dose fluorescence change, negative = quenching; active = well fitted curve in either direction with a large enough effect; inconclusive = small, poorly fitted or top-dose-only effect; note: % is set by controls: 0 for no effect and ±100 for the full control effect
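Human TRβ ligand-binding domain (0.6 uM) and Texas Red SRC2 peptide (20 nM) in Tris buffer with 1 uM T3 and 5% DMSO were incubated with pinned compound for 5 hr at ambient temperature. Total fluorescence was computed as S + 2P (555/632 nm).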
TRb-SRC2 inh = inhibitors of human thyroid hormone receptor beta-SRC2 interaction; P10828; TRbeta-SRC2 peptide binding, fluorescence polarization; receptor liganded with 1 µM T3; 280,000 tested, 0.065% active; Potency, µM (series often up to 106 µM), for the others: top-dose activity change, negative = inhibition, hits mostly inhibitors;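 note: plate controls were bound peptide for no effect and peptide without receptor for full effect; nearly all actives have a fitted effect of over 50% in size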
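Binding of a 20-amino-acid Texas Red SRC2 peptide (20 nM) to TRb ligand-binding domain (0.6 uM) with agonist T3 at 1 uM was followed by fluorescence polarization after a 5 hr room-temperature incubation.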
RECQ1 inh = inhibitors of human RECQ1 DNA helicase. RECQ1 DNA unwinding, red fluorescence kinetic read. Potency, µM (doses to about 57.3 µM), inactives show at the highest dose activity, negative = inhibition, usual class: inhibitors. 240,000 tested, 0.54% active;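 note: plate controls were vehicle for no effect and no enzyme for full effect; nearly all actives have a fitted effect of over 30% in size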
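RECQ1T1 50 nM; forked duplex (20 bp + 30-nt ss tails) 200 nM, ATP 2 mM final; pH 8.0, 2 mM MgCl2, 2.5 ug/ml poly(dI-dC); 15 min compound preincubation; discontinuous kinetic read over 2 h at RT.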
Lamin A splicing = modulators of lamin A splicing. Potency, µM (series often up to 46.1 µM), for inactives: top-dose ratio change, negative = inhibition, actives largely listed as inhibitors. 200,000 tested, 0.01% active. HeLa LMNA splicing GFP/RFP minigene ratio, 48 h; active = well fitted inhibition curve with a large enough effect in the signal ratio, with a control signal flat, not every such curve was filed as active; inconclusive = small, poorly fitted or top-dose-only effect, or effect the other way, or a change in a side signal; the % refers to the signal ratio; note: % is set by controls: 0 for no effect and ±100 for the full control effect
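S3 HeLa stable clones carrying a lamin A-EGFP splicing minigene plus DsRed2 were seeded at 600 cells/well in Opti-MEM with 2% FBS, pin-dosed and incubated 48 h at 37°C. Acumen cytometry (488 nm) gave the GFP/RFP total-intensity ratio.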
JMJD2E inh = JMJD2E (human) inhibition | JMJD2E catalytic domain, FDH-coupled NADH fluorescence (FDH is formaldehyde dehydrogenase) | Potency, µM (highest dose often 57.1 µM), for inactives: at the highest dose activity change, negative = inhibition, usual class: inhibitors | 230,000 tested, 1.6% active | AID 2147; active = well fitted inhibition curve with a large enough effect, not every such curve was filed as active; inconclusive = small, poorly fitted or top-dose-only effect, or another doubt; inactive = no such curve, though single readings can be large or run the other way;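 note: 0% = wells with enzyme and -100% = buffer wells without enzyme; nearly all actives have a fitted effect of over 50% in size; many of its hits are not listed in these tables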
Target sequence (B2RXH2 1-337 limits assumed): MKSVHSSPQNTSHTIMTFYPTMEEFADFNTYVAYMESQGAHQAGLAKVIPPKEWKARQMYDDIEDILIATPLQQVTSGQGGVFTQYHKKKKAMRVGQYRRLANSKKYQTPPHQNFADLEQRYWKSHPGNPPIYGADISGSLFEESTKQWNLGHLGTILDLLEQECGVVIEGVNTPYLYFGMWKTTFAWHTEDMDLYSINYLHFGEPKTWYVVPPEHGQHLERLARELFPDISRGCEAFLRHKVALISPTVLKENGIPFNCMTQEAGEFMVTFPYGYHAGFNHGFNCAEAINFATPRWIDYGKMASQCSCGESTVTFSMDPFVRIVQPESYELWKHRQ
* = called active by the depositor; i = inactive; ? = inconclusive; nt = not tested or not shown; [ ] = dose if it differs, or a comment. Unless noted, calls come from the whole dose curve; as a rule, active = well fitted curve in the direction sought with a large enough effect; inconclusive = small, poorly fitted or top-dose-only effect, or another doubt; inactive = no such curve, though single readings can be large; an effect the other way counts as inactive or inconclusive. Potency is the fitted concentration of half-maximal effect.

SMILES | ALDH1A1 inh | SMN2 splice up | GoLoco inh red | TR SRC2 fluor cs | TRb-SRC2 inh | RECQ1 inh | Lamin A splicing | JMJD2E inh
COc1ccccc1NC(=S)Nc1cccc2cnccc12 | 25µM* | -65%[inhibitor] | 13% | 3% | -16% | 1% | ? | ?
O=C(Nc1ccc(C(=O)O)cc1)/C(=C\c1ccc2c(c1)OCO2)NC(=O)c1ccccc1 | 3% | 5% | -16% | 0% | 8% | -14% | nt | -2%
O=C(Nc1cccc2ccccc12)/C(=C\c1cccc([N+](=O)[O-])c1)NC(=O)c1cccs1 | 12% | 2% | 6% | -5% | -2% | -3% | -9% | 3%
CCOC(=O)/C(C(=O)Nc1ccccc1Cl)=C1/NC(C)(C)Cc2ccccc21 | 14µM* | -15% | 2% | -2% | -19% | 3% | -12% | -14%
Cc1ccc2nc3c(cc2c1)c(NC(=O)c1cccnc1)nn3C | 6% | ? | 32%[activator] | 0% | -1% | 1% | -4% | ?
Cc1c(/C=C/C(=O)c2ccc(Cl)s2)cnn1C | ? | 9% | 10% | -3% | 2% | -9% | ? | ?
CCOC(=O)N1CCN(C(=O)CSc2nnc(-c3cccs3)o2)CC1 | ? | -2% | 3% | 1% | -10% | -1% | 2% | ?
CCOc1ccc(C(=O)Nc2cc(-c3nc4ccccc4[nH]3)ccc2Cl)cc1[N+](=O)[O-] | -4% | -32%[inhibitor] | -12% | ? | ? | ? | 7% | -8%
CCC1C(=O)CC(c2ccccc2)NC1c1ccccc1 (stereo not given) | -7% | 7% | 2% | 2% | 1% | i | ? | -2%
CC1(/[N+]([O-])=C/c2ccccc2F)CCCCC1=O (stereo not given) | 5% | 1% | -2% | 4% | 5% | -6% | nt | 1%
S=C(NCCC(c1ccccc1)c1ccccc1)Nc1cccc(Cl)c1 | ? | -2% | 5% | -1% | -15% | -16% | ? | -3%
C(=N\N1CCN(Cc2cccc3ccccc23)CC1)/c1cccnc1 | -9% | -3% | -20% | -7% | -7% | -8% | 12% | 2%
Nc1ccccc1Sc1cc(Cl)nnc1Cl | 25µM* | nt | -2% | -2% | 7% | -1% | nt | -2%
O=c1c2ccccc2nc2n1CCCN2 | ? | nt | 7% | 1% | -10% | -4% | 14%[46 µM] | ?
COc1ccc(C(C(=O)NC2CCCCC2)N(C(=O)c2ccccn2)c2cccnc2)cc1 (stereo not given) | 4% | 5% | 2% | 1% | -7% | i | nt | 5%
Cc1ccnc(NC(=O)COC(=O)c2ccc(F)cc2F)n1 | nt | nt | -8% | 2% | -3% | -10% | nt | -9%
CC(C)C(C(=O)NC1=NCCS1)c1ccc(Cl)cc1 (stereo not given) | -7% | -20% | 6% | -3% | 0% | -6% | ? | 2%
COc1ccc(C(c2nnnn2Cc2cccs2)N2CCN(c3ccccc3)CC2)cc1OC (stereo not given) | 2µM* | 22% | 53%[activator] | -1% | 13% | 0% | 6% | -1%
CC(C)CC(=O)Nc1ccc([N+](=O)[O-])cc1Cl | -10% | nt | 7% | -2% | -1% | -4% | 12%[46 µM] | 1%
O=C(CCNS(=O)(=O)c1cccc2nsnc12)N1CC(=O)N(CCc2ccccc2)C(=O)C1 | 8% | nt | nt | 1% | -2% | i | 3% | 3%
COC(=O)c1ccc(COC(=O)c2ccc(-n3cnnn3)cc2)o1 | 20µM* | 5% | 8% | 3% | -17% | -1% | 4% | -5%
COc1cccc(-c2nnc(SCC(=O)OC(C)C)n2Cc2ccco2)c1 | ? | nt | nt | -2% | 4% | -2% | 0% | -3%
COc1nccnc1NS(=O)(=O)c1ccc(NC(=S)NC(=O)c2cccc(F)c2)cc1 | ? | -9% | -2% | -1% | -1% | 1% | 7% | -3%
CCn1c(=O)cc(SCC(=O)NCCC2=CCCCC2)c2ccccc21 | 14µM* | -10% | -2% | -1% | 5% | 0% | -11% | -4%
COc1ccc(C2c3ccc(O)cc3Oc3ncn4nc(-c5ccncc5)nc4c32)cc1OC (stereo not given) | 3% | nt | 24% | -3% | 7% | 13% | nt | 3%

Continued:
SMILES | ALDH1A1 inh | SMN2 splice up | GoLoco inh red | TR SRC2 fluor cs | TRb-SRC2 inh | RECQ1 inh | Lamin A splicing | JMJD2E inh
Cc1ccc(C)c(NC(=O)CN2C(=O)CNC2=O)c1 | 13% | -4% | -34% | -1% | -2% | -2% | 1% | 5%
CCc1ccc(NC(=O)C(C)OC(=O)c2ccc(N3CCCC3)c([N+](=O)[O-])c2)cc1 (stereo not given) | 5% | -17% | 5% | -4% | 7% | -11% | -6% | 9%
C=CCOc1c(Br)cc(CNn2nnnc2N)cc1OC | -2% | -29% | 2% | 0% | -1% | -4% | -15% | -2%
COc1cc2c(cc1OC)CN(C(=O)c1cc(=O)c3ccccc3o1)CC2 | ? | -10% | 24% | 2% | 8% | 3% | ? | ?
CCN1CCN(C(=O)CN(c2ccc(C)cc2)S(C)(=O)=O)CC1 | 4% | -6% | 0% | 0% | 7% | 2% | 7% | 4%
O=C(Cn1nnc2ccccc2c1=O)Nc1ccc(S(=O)(=O)N2CCOCC2)cc1 | 9% | -1% | 17% | 2% | 1% | -9% | 0%[46 µM] | -8%
CCN(CC)C(=O)CSc1nc(-c2ccco2)cc(C(F)(F)F)c1C#N | ? | -1% | 11% | -2% | -14% | 0% | -6% | ?
CCn1c(SCc2nc3cc(OC)c(OC)cc3c(=O)[nH]2)nc2ccccc21 | -3% | -10% | 19% | 0% | 6% | i | 13%[46 µM] | -5%
Cc1nc2ccc(S(=O)(=O)NCC(=O)N3CCN(c4ccccc4)CC3)cc2s1 | 8% | -26% | 6% | -4% | 8% | -3% | ? | 8%
Cc1ccc(S(=O)(=O)CCC(=O)NCCN2C(=O)S/C(=C\c3ccccc3)C2=O)cc1 | -15% | nt | nt | -2% | 0% | -4% | -5% | 3%
CC(C)(C)C1CCc2c(C(=O)NNC(=O)/C=C/C(=O)O)csc2C1 (stereo not given) | ? | 4% | 8% | 4% | -26% | -9% | ? | -4%
c1ccc(Nc2nc(-c3ccc4c(c3)OCO4)nc3ccccc23)cc1 | ? | nt | 3% | nt | nt | -17% | ? | nt
COc1ccc(N2CCN(Cc3nc(Cc4cccc(F)c4)no3)C(C)C2)cc1 (stereo not given) | 4% | nt | 3% | -3% | -1% | -11% | nt | 5%
COc1ccccc1-n1c(SC)nc(O)cc1=O | 5% | -5% | 8% | 0% | 5% | -5% | 4% | -3%
CCCCCCn1c(-c2ccco2)nc2oc3cc(OC)ccc3c(=O)c2c1=O | ? | ? | 32%[activator] | -5% | -4% | 4% | -8% | 3%
O=C(O)CCCC(=O)Nc1ccn(-c2ccccc2)n1 | 8% | -10% | 4% | -1% | -4% | -4% | 9% | ?
COC(=O)c1sccc1NC(=O)/C=C/c1ccc(Cl)cc1Cl | 9% | 11µM* | 0% | -6% | 9% | -2% | -3% | -14%
Cc1nn(CC(=O)O)c(C)c1Cl | 10% | -12% | -2% | -5% | 0% | i | 1% | -3%
Cc1cccc2cc(CNC3CCCC3)c(Cl)nc12 | 2% | nt | 2% | -2%[53 µM] | 5%[53 µM] | i | 22%[46 µM] | -23%
CCC(=O)Nc1ccc(-n2nnnc2SCC(=O)NNC(=O)c2ccco2)cc1 | nt | nt | 3% | -1% | 2% | -9% | nt | 5%
O=C(CN1CCOCC1)Nc1nc(-c2ccc3c(c2)CCN3S(=O)(=O)c2ccccc2)cs1 | 8% | -52%[inhibitor] | -5% | -6% | 2% | -3% | ? | -7%
COc1ccc2c(c1)C1(Nc3ccccc3C(=O)N1c1ccccc1)C(=O)N2 (stereo not given) | 9% | 7% | -5% | 1% | 6% | -4% | 8% | -9%
Fc1ccc(-c2nc3ccncc3[nH]2)cc1 | ? | 10% | 18% | 1% | 6% | i | 7% | -1%
Cc1c(Cl)cccc1NC(=O)c1ncn[nH]1 | nt | nt | -3% | 1% | 1% | -6% | nt | -20%
COc1cc(/C=N/NC(=O)c2cccc(S(=O)(=O)N3CCOCC3)c2)cc(OC)c1O | -13% | -4% | -27% | -9% | -8% | i | -17%[46 µM] | -29%
Cn1cnnc1SCC(=O)Nc1cccc(S(=O)(=O)N2CCCCCC2)c1 | 0% | 2% | -1% | -3% | 0% | -1% | -4% | 6%
CC(C)n1nnnc1SCC(=O)N1CCOCC1 | 0% | -15% | 0% | 3% | 1% | 10% | 0% | 0%

Look-ups from the list:
Entry for Cc1cccc2cc(CNC3CCCC3)c(Cl)nc12 in TR SRC2 fluor cs: -2%[53 µM]
Entry for Fc1ccc(-c2nc3ccncc3[nH]2)cc1 in Lamin A splicing: 7%
Entry for COc1cc2c(cc1OC)CN(C(=O)c1cc(=O)c3ccccc3o1)CC2 in TR SRC2 fluor cs: 2%
Entry for O=C(Cn1nnc2ccccc2c1=O)Nc1ccc(S(=O)(=O)N2CCOCC2)cc1 in ALDH1A1 inh: 9%
Entry for O=C(CN1CCOCC1)Nc1nc(-c2ccc3c(c2)CCN3S(=O)(=O)c2ccccc2)cs1 in JMJD2E inh: -7%
Entry for COc1ccccc1-n1c(SC)nc(O)cc1=O in ALDH1A1 inh: 5%

An excerpt from above in order of molecular weight, high to low.
SMILES | ALDH1A1 inh | SMN2 splice up | GoLoco inh red | TR SRC2 fluor cs | TRb-SRC2 inh | RECQ1 inh | Lamin A splicing | JMJD2E inh
O=C(Cn1nnc2ccccc2c1=O)Nc1ccc(S(=O)(=O)N2CCOCC2)cc1 | 9% | -1% | 17% | 2% | 1% | -9% | 0%[46 µM] | -8%
CCN1CCN(C(=O)CN(c2ccc(C)cc2)S(C)(=O)=O)CC1 | 4% | -6% | 0% | 0% | 7% | 2% | 7% | 4%
Cc1ccc(C)c(NC(=O)CN2C(=O)CNC2=O)c1 | 13% | -4% | -34% | -1% | -2% | -2% | 1% | 5%

Screens: PubChem, National Center for Advancing Translational Sciences (NCATS)

This is a subset; rates above refer to the full screens.
